Screening data deposited in PubChem by National Center for Advancing Translational Sciences (NCATS).
Nrf2 inh: inhibitors of Nrf2 signaling; 360,000 compounds, 2.1% hits; A549 ARE-Fluc reporter, luciferase luminescence, 18-24 h; AID 504444; Potency, µM (doses to about 46 µM), for the others: top-dose activity change, negative = inhibition, hits mostly inhibitors; note: % is set by controls: 0 for no effect and ±100 for the full control effect; nearly all actives have a fitted effect of over 60% in size
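A549 ARE_Fluc cells (5000/well, 5% FBS OPTI-MEM) pre-incubated 2 h, then treated with compounds 18-24 h at 37C/5% CO2 in concentration-response. CellTiter-Fluor viability read first; BugLite luciferase luminescence after 15 min at room temperature gives Nrf2 activity.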
S2 tox: reduces viability in counter-screen for ATXN expression inhibitors. S2 cells (HEK-293 line with an ATXN2-luciferase reporter) viability, CellTiter-Fluor protease fluorescence, 24 h. 400,000 compounds, 0.49% hits. Potency, µM (highest dose often 56.7 µM), most hits filed as cytotoxic; note: nearly all actives have a fitted effect of over 40% in size
EPAC2 antagonist: EPAC2 (human) antagonism. 360,000 compounds, 0.18% hits. AID 720708. Q8WZA2. EPAC2 GEF exchange of Rap1B-BODIPY-GDP, fluorescence. Potency, µM (series often up to 114 µM), inactives show at the top dose activity, negative = inhibition, hits mostly inhibitors; note: % is set by controls: 0 for no effect and ±100 for the full control effect; nearly all actives have a fitted effect of over 45% in size; many of its hits are not listed in these tables
Target sequence (Q8WZA2 whole entry, looked up): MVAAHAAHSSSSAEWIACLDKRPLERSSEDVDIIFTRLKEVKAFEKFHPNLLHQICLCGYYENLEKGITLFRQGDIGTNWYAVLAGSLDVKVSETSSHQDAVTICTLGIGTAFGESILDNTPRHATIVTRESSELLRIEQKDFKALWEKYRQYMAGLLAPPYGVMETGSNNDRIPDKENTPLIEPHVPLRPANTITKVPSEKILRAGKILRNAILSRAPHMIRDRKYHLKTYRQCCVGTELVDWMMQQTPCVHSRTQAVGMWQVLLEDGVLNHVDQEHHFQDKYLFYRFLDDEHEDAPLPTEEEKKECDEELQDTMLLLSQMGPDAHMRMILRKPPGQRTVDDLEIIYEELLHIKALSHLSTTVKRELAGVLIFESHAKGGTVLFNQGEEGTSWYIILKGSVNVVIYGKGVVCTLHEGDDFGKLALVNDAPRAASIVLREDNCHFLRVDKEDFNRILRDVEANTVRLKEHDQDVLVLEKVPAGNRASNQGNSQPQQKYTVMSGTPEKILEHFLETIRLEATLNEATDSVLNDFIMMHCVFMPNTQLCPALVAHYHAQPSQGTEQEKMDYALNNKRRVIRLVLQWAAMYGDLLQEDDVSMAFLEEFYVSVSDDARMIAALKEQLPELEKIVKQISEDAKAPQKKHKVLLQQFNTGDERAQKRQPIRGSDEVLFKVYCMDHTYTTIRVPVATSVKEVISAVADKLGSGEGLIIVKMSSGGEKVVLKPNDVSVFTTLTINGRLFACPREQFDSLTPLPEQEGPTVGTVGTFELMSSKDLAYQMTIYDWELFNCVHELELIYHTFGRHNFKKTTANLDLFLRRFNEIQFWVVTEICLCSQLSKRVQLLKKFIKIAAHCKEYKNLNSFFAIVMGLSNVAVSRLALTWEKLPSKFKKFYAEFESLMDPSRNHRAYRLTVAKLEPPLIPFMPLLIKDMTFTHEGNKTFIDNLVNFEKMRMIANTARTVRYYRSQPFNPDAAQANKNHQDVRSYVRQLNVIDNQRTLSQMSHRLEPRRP
ATXN2 expr inh: reduces ATXN2 reporter expression in HEK-293 cells | 360,000 compounds, 0.72% hits | Potency, µM (series often up to 57 µM), for inactives: at the top dose activity change, negative = inhibition, usual class: inhibitors | HEK-293 ATXN2-luciferase reporter, luminescence, 24 h; note: % is set by controls: 0 for no effect and ±100 for the full control effect; nearly all actives have a fitted effect of over 55% in size
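ATXN2-luciferase reporter cells (luciferase flanked by upstream and downstream ATXN2 gene portions) were treated 24 h at 37 °C with compounds at up to 57 uM. SteadyGlo luminescence gave expression; GF-AFC fluorescence gave viability.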
HepG2 tox: kills HepG2 cells in TGF-b inhibitor counter-screen; HepG2 CAGA-GFP viability, ATP luminescence, 18 h; AID 588856; Potency, µM (doses to about 46.1 µM), for inactives: at the highest dose activity change, negative = cytotoxicity, actives largely listed as cytotoxic; 410,000 compounds, 0.76% hits; note: some results filed as inactive show a strong effect at the top dose
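CellTiter-Glo luminescence gave cytotoxicity after 18 hours at 37 degrees C. The cells were HepG2 CAGA-GFP in 1% FBS DMEM, stimulated with 500 pg/mL TGF-beta after compound addition. %Activity was normalised to no-cell wells (complete cell-killing) and DMSO (no toxicity), and curves were fitted and classified.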
TGFb SMAD3 inh: TGF-b pathway inhibition; 410,000 compounds, 1.2% hits; Potency, µM (highest dose often 46.1 µM), inactives show at the top dose activity, negative = inhibition, actives largely listed as inhibitors; HepG2 CAGA-GFP TGF-b/SMAD3 reporter, GFP fluorescence, 18 h; TGF-beta stimulated, 500 pg/mL final; note: % is set by controls: 0 for no effect and ±100 for the full control effect; nearly all actives have a fitted effect of over 65% in size
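Using HEPG2 CAGA-GFP reporter cells at 1000 cells/well, we pinned test compounds, stimulated with recombinant TGF-beta (500 pg/mL final) and measured total well GFP after 18 h.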
A549 tox: kills or reduces viability of A549 cells in Nrf2 counter-screen; Potency, µM (doses to about 46 µM), without a hit: top-dose activity change, negative = cytotoxicity, most hits filed as inhibitors; 390,000 compounds, 0.16% hits; A549 ARE-Fluc cells, CellTiter-Fluor viability, 18-24 h; AID 504648; note: % is set by controls: 0 for no effect and ±100 for the full control effect
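Cytotoxicity counterscreen: CellTiter-Fluor fluorescence was measured in A549 ARE_Fluc cells after 18-24 h of compound exposure in a concentration series. The subsequent BugLite luminescent read reports ARE-luciferase activity.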
MCF10A rereplic: induces DNA re-replication in MCF 10a normal breast cells; Potency, µM (top dose mostly 46.1 µM), without a hit: at the top dose activity, positive = re-replication, usual class: activators; AID 624296; 350,000 compounds, 2.9% hits; MCF 10A DNA re-replication, Hoechst nuclear intensity, 48 h; note: % of control where 0% means no effect; nearly all actives have a fitted effect of over 50% in size
Nrf2 activator: activates Nrf2 signaling; 410,000 compounds, 0.31% hits; Potency, µM (titrated, usually from 46.1 µM), for the others: top-dose activation, most hits filed as activators; AREc32 ARE-luciferase reporter (MCF7-derived line), luminescence, 24 h; note: % of control where 0% means no effect; nearly all actives have a fitted effect of over 65% in size
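Cells of the AREc32 ARE-luciferase line are plated in OPTI-MEM containing 5% FBS and left overnight at 37 deg C. Compounds are pinned in, incubation continues 24 hr, and firefly luciferase signal is then measured.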
An asterisk follows results filed as active; i = inactive; u = inconclusive; x = no result given; [ ] = another dose, or the depositor's remark. Calls come from the whole dose curve; as a rule, active = well fitted curve in the direction sought with a large enough effect; inconclusive = small, poorly fitted or top-dose-only effect, or another doubt; inactive = no such curve, though single readings can be large; an effect the other way counts as inactive or inconclusive. Potency is the fitted concentration of half-maximal effect. Not all compounds are listed, so the mix of outcomes need not match the whole.

Start of the data: the first 2 records as a preview:
SMILES	Nrf2 inh	S2 tox	EPAC2 antagonist	ATXN2 expr inh	HepG2 tox	TGFb SMAD3 inh	A549 tox	MCF10A rereplic	Nrf2 activator
O=C(c1cnn2c(-c3ccccc3)cc(-c3ccccc3)nc12)N1CCN(Cc2ccccc2)CC1	u	i	5%	-7%	-12%	-31%	u	u	0.4%
O=C(Nc1cc(Cl)ccc1-n1cncn1)c1ccc(Br)o1	6%	i	-6%	4%	21%	7%	-1%	2%	5.8%

All compounds of this part, repeating the preview:
SMILES	Nrf2 inh	S2 tox	EPAC2 antagonist	ATXN2 expr inh	HepG2 tox	TGFb SMAD3 inh	A549 tox	MCF10A rereplic	Nrf2 activator
O=C(c1cnn2c(-c3ccccc3)cc(-c3ccccc3)nc12)N1CCN(Cc2ccccc2)CC1	u	i	5%	-7%	-12%	-31%	u	u	0.4%
O=C(Nc1cc(Cl)ccc1-n1cncn1)c1ccc(Br)o1	6%	i	-6%	4%	21%	7%	-1%	2%	5.8%
COc1ccc2[nH]c3c4c(ccc3c2c1)C(=O)C=CC4=O	u	6.3µM*	-3%	3.5µM*	-75%	14µM*	u	u	14%
O=C(C/C=N/OCc1c(Cl)cccc1Cl)c1ccccc1	11%	i	13%	22%	-18%	u	-8%	1%	3.0%
COC(=O)c1cc2ccc(OC)c(OC)c2c(=O)s1	2%	i	-1%	4%	-40%	0%	0%	15%	0.1%
CC(=O)OCC(C)n1c(=O)c2ccccc2n1C(C)=O (configuration not stated)	x	i	3%	4%	x	x	x	x	-0.6%
O=C1CC(c2nc3ccccc3n2CCC2CCCCC2)CN1c1ccccc1Cl (configuration not stated)	u	i	x	5%	-14%	-17%	u	x	0.4%
Nc1ncc(Br)cc1S(=O)(=O)Nc1ccccc1F	-12%	i	-18%	6%	-2%	7%	3%	21%	0.1%
O=S(=O)(Nc1nc2n(n1)C(c1ccc(F)cc1)C=C(c1ccccc1)N2)c1ccccc1 (configuration not stated)	16%	x	x	4%	-46%	-18%	12%	x	2.7%
CC(=O)c1ccc(NC(=S)NCCc2cccc(Cl)c2)cc1	27%	i	-16%	69%[activator]	-21%	u	3%	-5%	-0.2%
Cc1nnc(-n2cnc3ccccc32)c2ccccc12	u	i	8%	73%[activator]	0%	-14%	-2%	-1%	0.2%
COc1ccccc1-c1ccc(SCC(=O)Nc2cc(C)on2)nn1	4%	i	4%	-23%	3%	1%	1%	-1%	-0.1%
O=C(CCCN1C(=O)/C(=C\c2cccc(Br)c2)SC1=S)Nc1ccc(C(=O)O)cc1	x	i	17%	x	-36%	-16%	x	x	-0.2%
CC(=O)Nc1ccc(SCC(Cc2ccccc2)N2CCN(CCc3ccccc3)CCC2=O)cc1 (configuration not stated)	14%	x	x	x	-7%	u	2%	x	x
COc1cccc(N(C(C)=O)c2nc(C)cc(C)c2C#N)c1	-18%	i	1%	0%	-1%	4%	2%	324%[0.0737 µM]	-0.2%
O=C(OCc1csc(-c2ccccc2)n1)c1cccs1	u	u	-4%	63%[activator]	4%	49%[activator]	-5%	u	u
CCOC(=O)CC(=O)CSc1nc2c(cc1C#N)CCC2	-6%	i	-11%	2%	5%	u	-7%	4.6µM*	2.8%
CCC(C)NC(=O)c1ccc2c(Cl)c3c(nc2c1)CCC3 (configuration not stated)	21%	i	-3%	38%[activator]	-43%	-12%	-6%	1%	16%
O=C(O)CCN1C(=O)C2C3C=CC(C2C1=O)C1C(=O)N(CCC(=O)O)C(=O)C31 (configuration not stated)	-5%	i	12%	6%	-11%	-5%	1%	6%	-0.3%
COc1ccc(Nc2cc(C)nc(-n3nc(C)cc3C)n2)cc1	-16%	i	2%	u	-27%	0%	-22%	2.1µM*	-0.5%
CC(NC(=O)c1cc(F)c(F)cc1Cl)c1ccncc1 (configuration not stated)	-1%	i	2%	0%	-12%	2%	-1%	9%	-0.7%
CCC1CCCCN1Cc1ccc(CNC(=O)CCc2nnc3ccc(N4CCCCC4)nn23)o1 (configuration not stated)	5%	i	3%	16%	-16%	3%	-7%	-4%	0.3%
CCC(C)C(=O)Nc1nnc(SCC(=O)Nc2ccc(F)cc2)s1 (configuration not stated)	-17%	i	-4%	x	-14%	-19%	1%	-6%	0.7%
Cc1nc(CNS(=O)(=O)c2ccc(F)cc2)cs1	-13%	i	-2%	12%	14%	7%	2%	-15%	-1.0%
C=CCN(Cc1nc(-c2ccccc2)no1)C(=O)c1ccco1	14%	i	-9%	-7%	-14%	1%	2%	3%	1.3%
Cc1cc(C)n(-c2ccc(C(=O)OCc3nnc(-c4ccccc4)o3)cc2)n1	6%	i	10%	15%	-9%	u	-10%	1%	2.9%
NC(N)=NS(=O)(=O)c1ccc(N/C=C/C(=O)c2ccc(Cl)c(Cl)c2)cc1	u	i	-14%	-31%	-16%	-20%	-19%	u	3.2%
COCCCNCCCCOc1ccc(Br)cc1Cl	-4%	i	7%	-24%	-24%	-13%	5%	u	0.0%
C=C(C)CSC1=C(C#N)C(c2ccccc2Cl)CC(=O)N1 (configuration not stated)	-2%	i	9%	-17%	-22%	11%	8%	0%	-0.5%
COc1cc(CC(CC(=O)O)CC(C)OCc2ccccc2)cc(OC)c1 (configuration not stated)	-1%	i	2%	-2%	-6%	-14%	3%	-5%	-0.3%
COc1ccc(Br)cc1CNC(=O)c1cc(=O)[nH]c2ccc(S(=O)(=O)N3CCCCC3C)cc12 (configuration not stated)	x	x	x	x	-6%	-13%	-7%	x	0.3%
COc1ccc(NC(=O)CC2C(=O)N(c3ccccc3)C(=O)N2CCc2sccc2C)cc1 (configuration not stated)	u	u	x	7%	-23%	-1%	-8%	x	9.4%
Cc1nn(CC(=O)NCCc2ccccc2Cl)c(=O)c2nn(-c3ccccc3)c(C)c12	u	x	x	x	-35%	x	11%	x	2.9%
CCOC(=O)c1csc(NC(=O)CSc2nnnn2-c2ccc(OC)c(OC)c2)n1	2%	i	5%	7%	-5%	-5%	-3%	-1%	-0.5%
O=C1N(Cc2cccnc2)C[C@@H]2C[C@@H](c3cccc(C(F)(F)F)c3)N3CCC[C@@]123	-8%	i	-2%	x	-5%	-9%	-4%	4%	-0.3%
CCCCC(=O)Nc1ccc(NC(=O)c2ccc3c(c2)OCO3)cc1OC	-19%	i	-5%	8%	-21%	-3%	x	3%	0.0%
CN(Cc1ccccn1)Cc1nc(-c2ccc(Cl)cc2)no1	u	i	-11%	0%	-30%	-18%	2%	16%	2.0%
CSC1=N/C(=C\c2ccc(Cl)cc2)C(=O)N1N(C)C	3%	i	-10%	-9%	-13%	u	-4%	-16%	u
Cc1cccc(NC(=O)C2CC(=O)N(Cc3ccccc3)C2)n1 (configuration not stated)	0%	i	-4%	6%	0%	10%	3%	-2%	-0.3%
COc1ccc(-c2cc(NC=O)c3ncc(-c4cccc(C(=O)NCCN(C)C)c4)n3c2)cn1	x	i	9%	-18%	-36%	-3%	x	x	10%

Some of the entries so far, as labelled records.
> C=CCN(Cc1nc(-c2ccccc2)no1)C(=O)c1ccco1
  Nrf2 inh: 14%; S2 tox: i; EPAC2 antagonist: -9%; ATXN2 expr inh: -7%; HepG2 tox: -14%; TGFb SMAD3 inh: 1%; A549 tox: 2%; MCF10A rereplic: 3%; Nrf2 activator: 1.3%
> Cc1cc(C)n(-c2ccc(C(=O)OCc3nnc(-c4ccccc4)o3)cc2)n1
  Nrf2 inh: 6%; S2 tox: i; EPAC2 antagonist: 10%; ATXN2 expr inh: 15%; HepG2 tox: -9%; TGFb SMAD3 inh: u; A549 tox: -10%; MCF10A rereplic: 1%; Nrf2 activator: 2.9%
> NC(N)=NS(=O)(=O)c1ccc(N/C=C/C(=O)c2ccc(Cl)c(Cl)c2)cc1
  Nrf2 inh: u; S2 tox: i; EPAC2 antagonist: -14%; ATXN2 expr inh: -31%; HepG2 tox: -16%; TGFb SMAD3 inh: -20%; A549 tox: -19%; MCF10A rereplic: u; Nrf2 activator: 3.2%
> COCCCNCCCCOc1ccc(Br)cc1Cl
  Nrf2 inh: -4%; S2 tox: i; EPAC2 antagonist: 7%; ATXN2 expr inh: -24%; HepG2 tox: -24%; TGFb SMAD3 inh: -13%; A549 tox: 5%; MCF10A rereplic: u; Nrf2 activator: 0.0%

More results follow.
SMILES	Nrf2 inh	S2 tox	EPAC2 antagonist	ATXN2 expr inh	HepG2 tox	TGFb SMAD3 inh	A549 tox	MCF10A rereplic	Nrf2 activator
COC(=O)c1ccc(N2CCOCC2)c(NC(=O)c2ccco2)c1	3%	i	9%	-13%	-1%	-4%	1%	5%	3.1%
O=C(NCc1ccc(F)cc1)Nc1cccc([N+](=O)[O-])c1	-8%	i	-1%	x	-8%	-28%	-1%	4%	0.4%
O=c1oc(CCCO)cc2ccccc12	-16%	i	6%	0%	-1%	4%	0%	24%	-0.9%
NC(=O)NC(=O)CSc1cccc(C(F)(F)F)c1	-6%	i	0%	4%	-10%	15%	-2%	-18%	0.1%
CCOc1ccc(Cn2nnc(C(=O)NCc3ccccc3)c2N)cc1	14%	i	3%	-6%	-23%	0%	1%	15%	-0.3%
O=C(NCc1cccnc1)c1ccccc1-c1ccccc1	-6%	i	15%	-28%	16%	4%	9%	4%	0.0%
CC(C)n1cc(CN2CCCC(CNS(=O)(=O)c3cccc4cccnc34)C2)cn1 (configuration not stated)	-7%	i	9%	-1%	2%	-4%	1%	-1%	-0.7%
CC(=O)Nc1cc(C(=O)NCc2ccc(F)cc2)ccc1Sc1ccc(F)cc1	x	x	x	x	-4%	-44%	-2%	x	0.2%
CCOc1cc(/C=N/Nc2ccc(S(=O)(=O)Nc3ccccc3C(=O)O)cc2[N+](=O)[O-])cc(Cl)c1O	x	u	4%	x	-1%	-2%	x	x	-0.5%
NS(=O)(=O)c1ccc(CCNC(=O)c2ccc(Cl)c(S(=O)(=O)NCc3ccco3)c2)cc1	13%	i	1%	-11%	-15%	6%	-8%	-31%[inhibitor]	-0.4%
Oc1ccccc1CNCC12CC3CC(CC(C3)C1)C2	1%	i	-2%	9%	-17%	13%	1%	-2%	3.1%
